Screens: PubChem BioAssay, Milwaukee Institute for Drug Discovery
Cy5 interf NS3h – enhances or quenches Cy5 fluorescence in NS3h assay. fluorescence interference ratio at 100 µM. actives 6% (n = 16,000). Cy5-dT15 DNA with NS3h, fluorescence interference; actives lie on both sides; signal over control mean, under 1 quenches;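 active means compound fluorescence over control fluorescence at most 0.8, a quencher, or at least a set upper limit, an enhancer; inactive means ratio between 0.8 and the set upper limit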
HCV NS3h FP – blocks HCV NS3 helicase binding to DNA | NS3h Cy5-dT15 DNA binding, fluorescence polarization | AID 687043 | inhibition, % at 100 µM | actives 1.6% (n = 16,000);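 active means inhibition above the average over every tested compound plus 3 SD, cut at about 40% in these data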
Starred values were filed as active, the others as inactive.

| item | compound | Cy5 interf NS3h | HCV NS3h FP |
| --- | --- | --- | --- |
| 1 | O=C1c2ccccc2C(=O)N1Cc1nc2ccccc2c(=O)n1-c1ccncc1 | 0.949 | -0.7 |
| 2 | Oc1ccc(Br)cc1CN1CCN(Cc2ccc(Cl)cc2)CC1 | 1.03 | 17.6 |
| 3 | CC(C)(C)C(=O)CC(O)(c1ccccc1)C(Cl)(Cl)Cl (stereo unspecified) | 0.83 | 4.3 |
| 4 | COc1ccc2[nH]cc(CCN)c2c1 | 0.756* | 6.6 |
| 5 | O=C(Cn1c[n+]([N-][N+](=O)[O-])cn1)Nc1ccc(NC(=O)Cn2c[n+]([N-][N+](=O)[O-])cn2)cc1 | 0.757* | -5.6 |
| 6 | Cc1cc(OCc2ccc(F)cc2)c2c3c(c(=O)oc2c1)CCC3 | 1.12 | 4.5 |
| 7 | COC(=O)c1[nH]cnc1C(=O)Nc1ccc(Br)cc1C(=O)c1ccccc1 | 0.984 | 9.4 |
| 8 | O=[N+]([O-])c1ccc(N2CCNCC2)cc1NCCc1ccccc1 | 0.783* | 9.7 |
| 9 | Cc1cccc(OP(=O)(Oc2ccccc2)Oc2cccc(C)c2)c1 | 0.901 | 5.6 |
| 10 | Cc1ccc(N2C(=O)NC(=O)/C(=C/c3ccc(-c4cccc(C(=O)O)c4)o3)C2=O)cc1 | 1.06 | 50.2* |
| 11 | CC(C)COP(C)(=S)/C(C#N)=C(\OC(=O)c1ccccc1)c1ccccc1 (stereo unspecified) | 0.957 | -2.3 |
| 12 | Cc1cc(OCc2ccccc2)c2c3c(c(=O)oc2c1)CCC3 | 1.08 | 8.7 |
| 13 | COc1cc(C=C2C(=O)N(C)C(=O)N(C)C2=O)ccc1OCCOc1ccccc1 | 0.954 | 5.1 |
| 14 | O=C1NC(=S)NC(=O)C1=Cc1ccc(-c2cc(Cl)c([N+](=O)[O-])cc2Cl)o1 | 0.879 | 24.6 |
| 15 | O=C1NC(=S)NC(=O)C1=Cc1ccc(OCc2cccc3ccccc23)cc1 | 0.899 | 52.6* |
| 16 | COc1ccc(C=C(C#N)C#N)cc1OC | 0.914 | -14.7 |
| 17 | CC(=O)c1ccc(OC(NC(=O)c2cccc(C)c2)C(Cl)(Cl)Cl)cc1 (stereo unspecified) | 0.971 | 8.8 |
| 18 | C=CCN1C(=O)NC(=O)C(=Cc2cccn2C)C1=O | 1.02 | 4.2 |
| 19 | O=c1oc2ccccc2c2c1C(c1cccc(F)c1)c1c(c3ccccc3oc1=O)O2 | 1.1 | 2.2 |
| 20 | COc1ccccc1CN1CCN(Cc2ccc(C)cc2)CC1 | 1.03 | -14.2 |
| 21 | CCOC(=O)C(P(=O)(OCC)OCC)P(=S)(c1ccccc1)c1ccccc1 (stereo unspecified) | 1.01 | -18.5 |
| 22 | O=C1NC(=S)NC(=O)C1CCCC=C(Cl)Cl | 0.982 | 29.2 |
| 23 | CCCCOC(=O)COc1cc(C)cc2oc(=O)c3c(c12)CCC3 | 1.11 | 53.6* |
| 24 | Cc1cc(OCC(=O)C(C)(C)C)c2c3c(c(=O)oc2c1)CCC3 | 0.925 | 38.4 |
| 25 | COc1ccc(OC)c(-n2c(O)c(C=C3C=Nc4ccccc43)c(=O)[nH]c2=O)c1 | 0.839 | 15.2 |

Another view of some results above.
The line under a structure holds: Cy5 interf NS3h | HCV NS3h FP
1	O=C1c2ccccc2C(=O)N1Cc1nc2ccccc2c(=O)n1-c1ccncc1
  0.949 | -0.7
18	C=CCN1C(=O)NC(=O)C(=Cc2cccn2C)C1=O
  1.02 | 4.2
21	CCOC(=O)C(P(=O)(OCC)OCC)P(=S)(c1ccccc1)c1ccccc1 (stereo unspecified)
  1.01 | -18.5
8	O=[N+]([O-])c1ccc(N2CCNCC2)cc1NCCc1ccccc1
  0.783* | 9.7

Further structures:
| item | compound | Cy5 interf NS3h | HCV NS3h FP |
| --- | --- | --- | --- |
| 26 | CCOP(=S)(OCC)SCn1c(=O)oc2cc(Cl)ccc21 | 0.913 | 5.6 |
| 27 | O=Cc1cn(Cc2ccccc2F)c2ccccc12 | 1.04 | 17.4 |
| 28 | Cc1ccc(C2c3c(c4ccccc4oc3=O)Oc3c2c(=O)oc2ccccc32)cc1 | 1.04 | 2.2 |
| 29 | CC(=O)c1ccc(OC(=O)Cc2ccccc2)cc1 | 0.96 | -4.5 |
| 30 | CCCc1ccc(OCCNc2ccc([N+](=O)[O-])c3cccnc23)cc1 | 1.02 | 10.9 |
| 31 | CCOC(=O)c1c(C)n(Cc2ccccc2Cl)c2ccc(O)cc12 | 1.01 | 20.1 |
| 32 | COc1ccc(CN2CCNCC2)c(OC)c1 | 1.01 | -11.3 |
| 33 | Cc1cc(-c2ccc(C=C3C(=O)NC(=S)NC3=O)o2)cc([N+](=O)[O-])c1C | 0.927 | 16.6 |
| 34 | O=C(Nc1nc2ccccc2s1)C(Cl)(Cl)Cl | 0.943 | 4.3 |
| 35 | COC(=O)C(=O)/C(=C\c1ccc(-c2ccccc2[N+](=O)[O-])o1)C(=O)c1ccccc1 | 0.944 | 16.1 |
| 36 | Cc1ccc(S(=O)(=O)Oc2ccccc2C=C2C(=O)N(C)C(=O)N(C)C2=O)cc1 | 1.01 | 21.5 |
| 37 | CCc1ccc(N2C(=O)NC(=O)/C(=C/C=C/c3ccco3)C2=O)cc1 | 0.839 | 41.8* |
| 38 | COc1ccc(N2C(=O)CC(=O)NC2=S)cc1 | 1.09 | 1.3 |
| 39 | Cc1ccc(C(=O)C(C)(C)NO)cc1 | 0.935 | -3.6 |
| 40 | Cc1ccccc1N1C(=O)/C(=C/c2ccc(OCc3cccc(C(=O)O)c3)cc2)C(=O)NC1=S | 1.05 | 38.7 |
| 41 | CCC1(c2ccccc2)C(=O)NC(=O)N(C(=O)c2cccc(F)c2)C1=O (stereo unspecified) | 1.05 | 4.3 |
| 42 | COc1ccccc1N1C(=O)NC(=O)/C(=C\c2ccc(O)cc2)C1=O | 0.956 | 29.4 |
| 43 | COc1ccc(N2C(=O)/C(=C/c3ccc(-c4cc(C(=O)O)ccc4Cl)o3)C(=O)NC2=S)cc1 | 1.13 | 32.7 |
| 44 | CCCCn1c(N)c(C(=O)OCC)c2nc3ccccc3nc21 | 0.888 | 18.8 |
| 45 | Cc1nc2ccccc2c(=O)n1-c1cccnc1 | 1.01 | 13.8 |
| 46 | O=[N+]([O-])c1ccc(N2CCCCCC2)c(F)c1Br | 0.925 | -0.3 |
| 47 | CCCCCC1(C)NCCN2C(=O)CSC21 (stereo unspecified) | 1.05 | 3.1 |
| 48 | O=C1CC(=O)N(c2ccc(Cl)cc2)C(=O)N1 | 1 | -11.8 |
| 49 | CCC1(CC)C(=O)N(C)C(=O)N(C)C1=O | 1.02 | -0.6 |
| 50 | COc1cc(/C=C2\C(=O)NC(=O)N(c3ccccc3)C2=O)c([N+](=O)[O-])cc1OC | 0.846 | 33.0 |

Among those listed so far, these contain an aryl methoxy group.
| item | compound | Cy5 interf NS3h | HCV NS3h FP |
| --- | --- | --- | --- |
| 4 | COc1ccc2[nH]cc(CCN)c2c1 | 0.756* | 6.6 |
| 13 | COc1cc(C=C2C(=O)N(C)C(=O)N(C)C2=O)ccc1OCCOc1ccccc1 | 0.954 | 5.1 |
| 16 | COc1ccc(C=C(C#N)C#N)cc1OC | 0.914 | -14.7 |
| 20 | COc1ccccc1CN1CCN(Cc2ccc(C)cc2)CC1 | 1.03 | -14.2 |
| 25 | COc1ccc(OC)c(-n2c(O)c(C=C3C=Nc4ccccc43)c(=O)[nH]c2=O)c1 | 0.839 | 15.2 |
| 32 | COc1ccc(CN2CCNCC2)c(OC)c1 | 1.01 | -11.3 |
| 38 | COc1ccc(N2C(=O)CC(=O)NC2=S)cc1 | 1.09 | 1.3 |
| 42 | COc1ccccc1N1C(=O)NC(=O)/C(=C\c2ccc(O)cc2)C1=O | 0.956 | 29.4 |
| 43 | COc1ccc(N2C(=O)/C(=C/c3ccc(-c4cc(C(=O)O)ccc4Cl)o3)C(=O)NC2=S)cc1 | 1.13 | 32.7 |
| 50 | COc1cc(/C=C2\C(=O)NC(=O)N(c3ccccc3)C2=O)c([N+](=O)[O-])cc1OC | 0.846 | 33.0 |

These rows are one share of the data, so the mix of outcomes need not match the whole.
